Screens (PubChem BioAssay)
MITF inh: blocks human microphthalmia-associated transcription factor | AlphaScreen MITF homodimerization, bead proximity signal | inhibition, % at 2.6 µM | 650,000 compounds, 0.91% hits | AID 1259374; in the data active means inhibition above about 50%;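 further: 0% = vehicle wells with protein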
Target sequence (O75030 whole entry, looked up): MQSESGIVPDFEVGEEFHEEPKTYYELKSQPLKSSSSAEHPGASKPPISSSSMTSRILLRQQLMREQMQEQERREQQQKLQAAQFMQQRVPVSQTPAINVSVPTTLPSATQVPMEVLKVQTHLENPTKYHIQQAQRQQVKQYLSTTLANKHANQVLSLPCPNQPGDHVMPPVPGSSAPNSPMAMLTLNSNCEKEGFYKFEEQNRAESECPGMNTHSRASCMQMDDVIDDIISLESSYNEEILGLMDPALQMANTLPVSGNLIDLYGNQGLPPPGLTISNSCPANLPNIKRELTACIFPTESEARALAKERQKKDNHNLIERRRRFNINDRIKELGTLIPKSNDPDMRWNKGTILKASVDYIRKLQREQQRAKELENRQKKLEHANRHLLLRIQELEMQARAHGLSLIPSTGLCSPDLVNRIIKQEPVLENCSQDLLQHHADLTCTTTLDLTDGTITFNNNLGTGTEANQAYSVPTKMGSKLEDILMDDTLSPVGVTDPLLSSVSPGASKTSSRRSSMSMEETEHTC
TEAD-YAP inh: TEAD-YAP interaction inhibition | HEK-TIYL cells, TEAD-Gal4/YAP UAS-luciferase luminescence | inhibition, % at 9.12 µM | 640,000 compounds, 1.4% hits | AID 1259422; in the data active means inhibition above about 32%;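 further: 0% = median of test compound wells and 100% = reference inhibitor wells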
FBW7 act: human FBW7 E3 ligase activation, primary screen. Q969H0. AlphaScreen FBW7–phospho-cyclin E peptide binding, activator screen. normalized activity (activation), % at 26.1 µM. 650,000 compounds, 0.13% hits; in the data active means normalized activity above about 1.9%;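 further: purified mutant Fbw7 with reduced substrate affinity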
GPR151 ag: activators of human GPR151; activation, % at 11.2 µM; AID 1508602; 650,000 compounds, 1% hits; PathHunter beta-arrestin GPR151 cells, luminescence; Q8TDV0; in the data active means activation above about 4.9%;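 further: 0% = median of compound wells and 100% = cells with positive control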
Target sequence (Q8TDV0 whole entry, looked up): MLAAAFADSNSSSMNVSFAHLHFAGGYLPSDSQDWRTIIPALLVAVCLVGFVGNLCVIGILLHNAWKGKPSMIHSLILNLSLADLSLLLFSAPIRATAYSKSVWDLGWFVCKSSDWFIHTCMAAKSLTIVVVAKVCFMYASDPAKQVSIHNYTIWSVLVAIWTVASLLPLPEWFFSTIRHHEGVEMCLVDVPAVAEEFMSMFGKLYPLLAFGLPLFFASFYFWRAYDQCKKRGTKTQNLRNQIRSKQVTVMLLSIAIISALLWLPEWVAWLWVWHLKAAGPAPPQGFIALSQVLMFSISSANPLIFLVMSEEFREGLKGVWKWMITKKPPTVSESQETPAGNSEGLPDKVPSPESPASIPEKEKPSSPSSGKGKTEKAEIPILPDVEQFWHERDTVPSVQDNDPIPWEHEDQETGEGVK
An asterisk follows results filed as active.

#	compound	TEAD-YAP inh	GPR151 ag	FBW7 act	MITF inh
1	COc1cc(-c2ncnn2-c2sc3c(c2C#N)CCCCC3)ccc1O	79*	0.5	-0.3	-12
2	COc1ccc(N2CCn3c(SCC(=O)Nc4c(C)cc(C)cc4C)nnc32)cc1	2	-1.0	-0.1	-9
3	O=C(COc1ccc(Cl)cc1)NCC(=O)N1CCOC(c2ccccc2)C1 (stereo unspecified)	7	0.5	-0.1	-8
4	C=CCOc1ccc(CNCCc2ccc(S(N)(=O)=O)cc2)cc1	15	-0.6	-0.1	8
5	COc1ccc(CNC(=O)c2ccc(OC(C)C)cc2)cc1	-37	-0.7	0.0	5
6	CCc1ccccc1NC(=O)CNC(=O)[C@H](C(C)C)N1C(=O)c2ccccc2C1=O	-2	1.3	0.0	-7
7	CN(C)c1ccc(C=C2C(=O)OC3(CCCCC3)OC2=O)o1	-8	1.1	0.6	8
8	CCOC(=O)C1=C(C)C2C3C(=O)N(c4ccc(C)c(Cl)c4)C(=O)C3C1(C)C1C(=O)N(c3ccc(C)c(Cl)c3)C(=O)C21 (stereo unspecified)	-7	0.1	0.0	12
9	CN(CC(=O)c1c(N)n(C)c(=O)n(C)c1=O)Cc1nc2ccccc2c(=O)[nH]1	0	2.2	-0.2	13
10	O=C(NCc1ccccc1)N1CCCC(N2CCOCC2)C1 (stereo unspecified)	1	2.2	-0.1	-6
11	COc1ccc(C2=NN3C(C2)c2cc(OC)ccc2OC3c2ccc(OC(C)C)cc2)cc1 (stereo unspecified)	-11	-2.8	0.5	6
12	O=C(CC(NCc1ccccc1)c1ccccc1O)NCc1ccccc1 (stereo unspecified)	-4	0.9	0.0	2
13	COCCn1c(N2CCNCC2)nc2c1c(=O)n(C)c(=O)n2C	-3	-0.4	0.0	-15
14	Cc1ccc(CN(CC(=O)NC2CCCC2)C(=O)c2csnn2)cc1	-9	-0.3	-0.1	-8
15	Cc1ccc(C)n1-c1ccc(C(F)(F)F)cc1[N+](=O)[O-]	-1	0.5	0.1	-8
16	O=C(C1CCN(Cc2cccnc2)CC1)N1CCCC1	6	0.9	-0.1	0
17	CCC(C)NC(=O)COc1cccc(Cl)c1 (stereo unspecified)	-1	0.9	-0.1	4
18	CCN(Cc1ccncc1)C(=S)Nc1ccccc1C	-5	0.5	-0.1	5
19	CN(Cc1cccs1)C(=O)CN1C(=O)NC(C)(c2ccc3c(c2)OCO3)C1=O (stereo unspecified)	10	-1.4	0.1	11
20	OCCN1CCN(c2cc(-c3ccc(F)cc3)nc(-c3ccncc3)n2)CC1	1	2.0	0.4	5
21	O=C(NCc1ccncc1)C1CC12CCN(Cc1cc3ccccc3o1)CC2 (stereo unspecified)	4	2.3	0.2	1
22	Cc1ccc(C#N)c(SCc2noc(CSc3nc(C)ccc3C#N)n2)n1	9	0.2	0.1	5
23	COc1ccc(C2OC(COc3ccccc3)CN(C(=O)c3ccccc3)O2)cc1 (stereo unspecified)	7	-0.9	-0.2	1
24	CCn1c(=O)sc2cc(Br)ccc21	-9	0.6	0.0	-3
25	COCC(=O)N1CCC(Oc2ccc(C(=O)NCc3ccsc3)cc2)CC1	-1	-0.9	0.1	11

An excerpt from above, reduced to GPR151 ag and TEAD-YAP inh.
| entry | structure | GPR151 ag | TEAD-YAP inh |
| --- | --- | --- | --- |
| 17 | CCC(C)NC(=O)COc1cccc(Cl)c1 (stereo unspecified) | 0.9 | -1 |
| 18 | CCN(Cc1ccncc1)C(=S)Nc1ccccc1C | 0.5 | -5 |

Other results:
#	compound	TEAD-YAP inh	GPR151 ag	FBW7 act	MITF inh
26	CCOC(=O)c1c(C2COc3ccccc3O2)csc1N (stereo unspecified)	-2	0.7	0.0	-4
27	Cc1ccc(NC(=O)C(=O)NCc2ccncc2)cc1	-18	-1.0	-0.1	-11
28	CC(=O)Oc1cccc(-c2nc(Nc3ccc4[nH]ncc4c3)c3ccccc3n2)c1	-11	0.7	1.1	10
29	CC1CCN(C(=O)Cn2c(=O)oc3cc(Cl)ccc32)CC1	-6	-1.0	0.0	-14
30	Cc1cccc(C)c1NC(=O)c1cc(S(=O)(=O)N2CCOCC2)cn1C	8	-0.3	0.0	10
31	COc1ccc(CCNC(=O)CSc2nc(C)nc3sc4c(c23)CCCC4)cc1OC	-3	1.1	-0.1	6
32	CCOC(=O)N1CCN(C(=O)c2cnn3ccccc23)CC1	-8	-0.1	0.2	-13
33	NNc1nn2c(=O)c3c(-c4ccccc4)csc3nc2c2ccccc12	3	1.4	0.2	-2
34	CC(=O)Oc1ccc(-c2cccc(C(=O)Nc3ccc(C(=O)O)cc3)c2)cc1	1	-0.5	0.0	-25
35	CC1=NN(c2cccc(C(=O)O)c2)C(=O)/C1=C\c1cc2c(cc1Cl)OCO2	0	0.5	-0.9	61*
36	CCOC(=O)c1c(NC(=O)CSc2nnc(CNC(=O)c3c(F)cccc3Cl)n2C)sc2c1CCCC2	0	0.0	-0.2	-1
37	Cc1ccc(-c2cc(C(=O)NCCc3cccc(Cl)c3)c3ccccc3n2)cc1	1	-1.3	0.3	5
38	CCN(CC)CCn1c(=S)[nH]c2cc(C(=O)NCc3ccccc3Cl)ccc2c1=O	0	-0.8	-0.1	3
39	Fc1ccc(C2CC(c3ccccc3OC(F)F)n3ncnc3N2)cc1 (stereo unspecified)	-9	-1.4	0.0	-2
40	O=C(Nc1ccc(F)cc1)/C(Cl)=C/c1ccccc1	-19	-3.4	0.7	7
41	O=C(Nc1cccc(-n2cccn2)c1)C1CCCN(Cc2ccc3c(c2)CCO3)C1 (stereo unspecified)	8	1.0	-0.1	-13
42	COc1ccc(C)cc1NC(=O)CSc1cc(=O)n(C)c2ccccc12	6	0.7	0.0	2
43	COc1ccc(NS(=O)(=O)c2cc(C(=O)Nc3ccccc3)ccc2Br)cc1	13	-0.5	0.1	14
44	COc1ccccc1-c1cc2nc(C)c(CCC(=O)NCc3ccco3)c(C)n2n1	-9	-0.1	0.3	13
45	COc1ccccc1N(CC(=O)Nc1cccc(C)c1)S(C)(=O)=O	6	0.2	0.0	-3
46	CCN(Cc1ccccc1)C(=O)CSc1n[nH]c(N)n1	3	2.9	-0.1	0
47	CCOC(=O)C1=C(CC)OC(N)=C(C#N)C1c1ccc(F)c(Br)c1 (stereo unspecified)	10	0.2	-0.2	-8
48	Cc1nc(-c2ccc(NC(=O)CCCc3ccccc3)cc2)cs1	-6	-0.2	0.0	-8
49	COc1ccc(CCNc2nc(N3CCN(c4ccccn4)CC3)nc3c2ncn3Cc2ccc(C(F)(F)F)cc2)cc1	-1	0.4	0.3	9
50	Cc1ccc2[nH]cc(CCNS(C)(=O)=O)c2c1	9	-0.5	0.2	-2

(continued)
#	compound	TEAD-YAP inh	GPR151 ag	FBW7 act	MITF inh
51	OCCN1CCN(Cc2ccc3c(c2)CN(Cc2ccsc2)CCO3)CC1	4	0.5	0.0	11
52	CNC(=O)c1ccccc1Nc1cc(Nc2ccc(N3CCOCC3)cc2C)ncc1C(F)(F)F	71*	0.5	-0.1	5
53	COc1ccccc1NC(=O)C(OC(C)=O)C(OC(C)=O)C(COC(C)=O)OC(C)=O (stereo unspecified)	-8	0.8	1.1	15
54	COc1cc(OC)c(OC)cc1/C=N/NC(N)=O	1	0.7	-0.1	-4
55	Cc1ccc(C(=O)Nc2cc(Cl)cc(Cl)c2)o1	5	0.1	-0.1	-4
56	CC1(C)CC(=O)c2sc(NC(=O)c3ccc(Cl)cc3[N+](=O)[O-])nc2C1	7	0.6	0.0	5
57	CN(C)c1ccc(/C=C/C(=O)c2cc3cc([N+](=O)[O-])ccc3oc2=O)cc1	-1	0.2	0.2	-11
58	CCCc1nnc(SCC(=O)Nc2nnc(C)s2)n1Cc1ccco1	-8	-1.5	0.1	27
59	Oc1ccc(-c2ncccn2)cc1CN1CCC(c2ccccc2)CC1	11	-1.3	0.3	7
60	c1ccc(-c2nnc3n2CCN(Cc2cccn2-c2nccs2)CC3)cc1	-9	-0.7	0.2	15
61	OC[C@H]1OC([S-])[C@H](O)[C@@H](O)[C@@H]1O.[Au+] (stereo partly specified)	15	0.1	-0.1	86*
62	Cc1ccc(C(=O)Nc2sc3c(c2C(N)=O)CCCC3)cc1	-55	-0.1	0.1	10
63	COc1cc(NC(=S)NC(C)c2cn(C)nc2C)cc(OC)c1 (stereo unspecified)	-3	1.4	0.0	-1
64	C[C@@H](O)[C@@H]1NC(=O)[C@H]2CN(Cc3nc(-c4ccccc4)cs3)CCN2C1=O	0	-0.1	0.0	-3
65	CC(C)(C)NC(=S)NC(=O)C12CCC3CC(CC(C3)C1)C2	8	0.0	-0.1	11
66	O=C(Nc1ccccc1)N1CCN(c2nc3ccc(Br)cc3s2)CC1	-22	3.7	0.2	0
67	CC(C)(C)C1CCc2oc3c(cc(NS(=O)(=O)c4ccc(Cl)c([N+](=O)[O-])c4)c4ccccc43)c2C1 (stereo unspecified)	-2	-0.3	0.8	11
68	S=C(N/N=C/c1ccncc1)N1CCOCC1	-8	-1.6	0.0	6
69	COc1ccc(Oc2coc3cc(OC(=O)c4ccc(Cl)cc4)ccc3c2=O)cc1	-4	0.8	0.0	4
70	Cc1cccc(OC(C)C(=O)Nc2cccc(C#N)c2)c1 (stereo unspecified)	3	-1.7	-0.1	7
71	Cc1cc2nnc(SCC(=O)Nc3ccccc3Cl)n2c(N)n1	-3	0.2	0.0	4
72	CC1CCN(CC2CCN(C(=O)Nc3ccccc3Br)CC2)CC1	-7	-2.4	-0.1	-9
73	NC(=O)c1ccsc1NC(=O)CCS(=O)(=O)c1ccccc1	-5	0.9	-0.1	4
74	COc1ccc(Nc2nc3c(C)cccn3c(=O)c2C=Nc2ccccc2)cc1	-9	0.9	-0.1	-10
75	COc1ccc(NC(=O)c2cnc(N3CCN(c4ncccn4)CC3)c3ccccc23)c(OC)c1	50*	1.8	-0.1	12

More records follow.
#	compound	TEAD-YAP inh	GPR151 ag	FBW7 act	MITF inh
76	CCOC(=O)c1ccc2c(c1)N(Cc1ccccc1C)C(=O)CS2	10	-1.1	-0.1	16
77	O=S(=O)(c1ccccc1C(F)(F)F)N1CCC(O)(c2cccnc2)CC1	-12	-1.1	0.0	-2
78	C1CCC2OCCOCCOC3CCCCC3OCCOCCOC2C1 (stereo unspecified) (tested in a mixture with another compound)	-1	-0.5	0.1	-3
79	COc1ccc(OC)c(NC(=O)NNC(=O)c2cc3occc3[nH]2)c1	1	-0.6	0.1	15
80	CCOC(=O)C1=C(C)NC(=O)NC1c1cc2c(cc1Br)OCO2 (stereo unspecified)	-6	-0.4	-0.1	9

Gathered by group: the compounds so far with a thiophene ring, fused or not
#	compound	TEAD-YAP inh	GPR151 ag	FBW7 act	MITF inh
1	COc1cc(-c2ncnn2-c2sc3c(c2C#N)CCCCC3)ccc1O	79*	0.5	-0.3	-12
19	CN(Cc1cccs1)C(=O)CN1C(=O)NC(C)(c2ccc3c(c2)OCO3)C1=O (stereo unspecified)	10	-1.4	0.1	11
25	COCC(=O)N1CCC(Oc2ccc(C(=O)NCc3ccsc3)cc2)CC1	-1	-0.9	0.1	11
26	CCOC(=O)c1c(C2COc3ccccc3O2)csc1N (stereo unspecified)	-2	0.7	0.0	-4
31	COc1ccc(CCNC(=O)CSc2nc(C)nc3sc4c(c23)CCCC4)cc1OC	-3	1.1	-0.1	6
33	NNc1nn2c(=O)c3c(-c4ccccc4)csc3nc2c2ccccc12	3	1.4	0.2	-2
36	CCOC(=O)c1c(NC(=O)CSc2nnc(CNC(=O)c3c(F)cccc3Cl)n2C)sc2c1CCCC2	0	0.0	-0.2	-1
51	OCCN1CCN(Cc2ccc3c(c2)CN(Cc2ccsc2)CCO3)CC1	4	0.5	0.0	11
62	Cc1ccc(C(=O)Nc2sc3c(c2C(N)=O)CCCC3)cc1	-55	-0.1	0.1	10
73	NC(=O)c1ccsc1NC(=O)CCS(=O)(=O)c1ccccc1	-5	0.9	-0.1	4
